# Cneo AK release = causes C. neoformans cell lysis. adenylate kinase release luminescence, 4 h; normalised: neutral wells 0, clomiphene wells 100. lysis activity, % at 15 µM. 360,000 tested, 0.2% active. AID 651654;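 active = mean lysis activity across replicates of at least 80%, whatever share of replicates individually reach that level; inactive = mean lysis activity below 80%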
#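 Assay system: Cryptococcus neoformans yeast cells / Dosing: single-point compound dose / Timing: 4 h at 37 °C static, read 1 h later / Measured by: luminescence of released adenylate kinase using an AK detection reagent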
# GSIS activator = GLuc luminescence reporter in INS-1E cells, primary screen for activators of glucose-dependent secretion of insulin | INS-1E GLuc reporter insulin secretion, 2-3 h | activation, % at 16.6 µM | 370,000 tested, 0.61% active | AID 743287;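 active = lowest replicate activation of at least 40%, so every replicate reaches that level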;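 note: 0% = median of neutral control wells and 100% = median of IBMX positive control wells; some compounds called inactive have numbers as strong as hits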
# C2C12 statin = protects C2C12 myotubes from simvastatin toxicity; 330,000 tested, 0.78% active; AID 602340; ATP luminescence, 48 h; scaled: DMSO 0, geranylgeraniol control 100; rescue of ATP level, % at 7.49 µM;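 active = mean ATP rescue above about 67%, or every replicate alone reaching that limit, limit read from the data, passing the limit was not always enough; inconclusive = no clear call, values can overlap the other calls; inactive = mean under the limit and some replicate under it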;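 note: myotubes were challenged with 10 µM simvastatin during compound exposure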
# miR-122 sensor = miR-122 inhibition in Huh7 cells | Huh7 miR-122 Renilla luciferase sensor, 48 h; neutral wells = 0, positive control = 100 | activation (reporter increase), % at 12.5 µM | 340,000 tested, 0.3% active;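 active = mean replicate activation score at least 90 and every replicate individually at or above 90; inconclusive = only one of the two criteria met; inactive = neither criterion met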;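 note: higher luciferase means less miR-122 activity so hits act as miR-122 inhibitors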
# CFTR F508del cor = correctors of CFTR F508del function in bronchial epithelial cells | CFBE cells, YFP halide quenching; stimulated with forskolin plus potentiator P3; % fluorescence drop versus neutral controls | activity (quench increase), % at 7.58 µM | 350,000 tested, 0.36% active | AID 720511;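 active = mean added fluorescence quench of at least 8% versus neutral control, with both replicates also reaching 8%; inconclusive = only one of the mean or replicate conditions met; inactive = mean below 8% and not both replicates reaching 8%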;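 note: cells transiently co-express mutant CFTR-F508del with the halide-sensitive YFP; corrector assay measuring rescue of mutant channel to the surface after 24 h compound exposure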
# PglD DTNB = PglD (C. jejuni) enzyme inhibition. purified PglD enzyme, DTNB colorimetric CoA detection. 360,000 tested, 0.098% active. inhibition, % at 12.5 µM. AID 602405; in the data active = inhibition above about 16%, passing the limit was not always enough; inconclusive = no clear call, values can overlap the other calls; note: strong numbers were not always called active
# FN deposition inh = fibronectin deposition inhibition | AH1F fibroblasts, Alexa488-fibronectin deposition fluorescence, overnight | inhibition, % at 12.6 µM | 350,000 tested, 0.086% active | AID 743247;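 active = mean inhibition across replicates of 30% or more, regardless of how many single replicates reach that level; inconclusive = mean under 30% yet at least half of replicates reach 30%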;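 note: positive control wells lacked labelled fibronectin entirely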
#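 Material – AH1F fibroblast monolayer, labelled fibronectin deposition · Reagent – labelled fibronectin 24 nM · Timing – 1 h adhesion, overnight exposure · Measured by – fluorescence at 485 nm excitation, 525 nm emission · Read-out – inhibition of fibronectin deposition signal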
# PGC1a acetyl inh = lowers PGC1a acetylation signal in U2OS cells; AID 651687; 350,000 tested, 0.17% active; inhibition, % at 15.6 µM; AlphaScreen anti-acetyl-lysine; with virally co-expressed GCN5 acetyltransferase;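 active = every replicate shows inhibition of at least 40%; inconclusive = mean inhibition at least 40% but some replicate below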;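 note: 0% = neutral control wells and 100% = positive control wells; some results beyond the cut were filed as inactive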
# * hit, by the source's call; ? = inconclusive; . = not tested or not shown; & = joins results of further samples; [ ] = dose if it differs, or a comment.
SMILES,Cneo AK release,GSIS activator,C2C12 statin,miR-122 sensor,CFTR F508del cor,PglD DTNB,FN deposition inh,PGC1a acetyl inh
O=S(=O)(Cc1c(F)cccc1Cl)c1ncn[nH]1,.,22.8,.,0.0,0.9,.,6.8,18.5
COc1ccc(OCCCn2ccnc2)cc1,-1.4,-10.2,7.9,-0.4,0.9,-0.1,0.9,.
Cc1cc(NC(=O)c2ccccc2F)on1,0.3,4.8,1.8,-1.5,-2.1,3.7,3.3,5.5
COc1ccc(NC(=O)CCS(=O)(=O)c2ccc(Br)s2)cc1,-1.2,4.5,3.9,.,1.1,-1.3,6.7,.
O=C1NC[C@@H](c2ccccc2)OC(=O)[C@@H](Cc2ccc(F)cc2)C/C=C\C[C@@H]1CC(=O)N(CCO)Cc1ccccc1,-2.9,-24.9,-13.5,.,-2.3,-2.5,-4.4,.
CCCc1cc2c(=O)c(-c3nc4ccccc4s3)c(COCC(=O)O)oc2cc1O,.,-3.9,.,-2.4,0.9,.,2.1,-5.5
Nc1ccc(O)cc1C(=O)OCC(=O)C12CC3CC(CC(C3)C1)C2,-2.0,.,-8.5,-1.4,.,4.4,.,6.2
CC(=O)Nc1ccc(NC(=O)CSc2nnc(NC(=O)c3ccc(Br)o3)s2)cc1,2.8,21.9,-1.4,.,-2.9,1.4,4.7,-1.0
Cc1cc(Cl)ccc1OCC(=O)OCC(=O)NCCNC(=O)COC(=O)COc1ccc(Cl)cc1C,-1.9,11.5,-8.4,-4.7,-2.2,-0.2,-7.8,1.0
O=C1NC(c2cn(-c3ccccc3)nc2-c2cccs2)C(C(=O)c2cccnc2)C(O)(C(F)(F)F)N1 (stereo unspecified),-0.6,.,?,-9.7,.,1.9,.,1.2
COC(=O)[C@@]12CCCCN1[C@H](c1ccc(SC3CCCCC3)cc1)[C@@H]1C(=O)N(C)C(=O)[C@@H]12,0.8,5.2,-3.2,-3.9,2.3,1.4,-10.0,2.6
NC1(N)OC(CN2C(=O)c3ccccc3C2=O)CS1 (stereo unspecified),-0.1,.,2.2,2.7,.,-4.2,.,-3.2
COc1ccc(NC(=O)Nc2cccc3c2O[C@@H](CN(C)C(=O)Nc2ccc4c(c2)OCO4)[C@H](C)CN([C@H](C)CO)C3=O)cc1,-5.8,3.1,21.6,-2.5[16.7 µM],-0.6,-0.8,.,2.1
O=C(C1CCCN(S(=O)(=O)c2cccc3nsnc23)C1)N1CCN(c2ccccn2)CC1 (stereo unspecified),5.4,-13.0,.,-1.1,.,-9.6,.,3.5
CC(=O)C[C@H](O)CC(=O)[C@@H]1OC(=O)CCCCCCc2ccccc21,5.9,23.7,-1.4,-8.1,3.0,-5.7,-10.1,.
CCCNC(=O)Nc1ccc2c(c1)C(=O)N(C)C[C@@H](OC)[C@H](C)CN(C(=O)C1CCCC1)[C@H](C)CO2,-0.8,1.6,-2.7,-2.2[16.7 µM],-0.9,-0.2,1.1,.
C=CCNC(=O)c1ccc2c3n(nc2c1)-c1ccc(C)cc1CO3,3.8,11.5,-6.1,-4.9,-0.7,-6.1,-1.6,.
Cc1ccc2[nH]c(C)c(CCNC(=O)c3c(N)no[n+]3[O-])c2c1,.,-2.7,-3.9,5.6,0.8,.,-20.7,-1.9
CCc1cc2c(SCc3ccc(C(=O)OC)o3)ncnc2s1,3.4,-16.7,21.8,-5.9,-1.6,0.0,-2.1,-5.2
CN(C)c1ccc(NC(=O)CN2C3CCCC2CC(NC(=O)c2ccccc2)C3)cc1 (stereo unspecified),6.3,-20.1,-5.7,1.7,-0.5,-4.3,-3.9,.
Cc1cc(C)nc(-n2nc(C)c(C3(O)C(=O)Nc4ccc(F)cc43)c2N)n1 (stereo unspecified),1.2,.,.,0.2,.,-1.0,.,1.6
O=C(Nc1cccc(F)c1)Nc1ccc2c(c1)C(=O)OC2,-1.5,0.1,-2.0,-9.1,-0.9,0.6,3.8,-0.9
COc1ccc(N(CC(=O)Nc2cc(OC)ccc2OC)S(=O)(=O)c2c(C)noc2C)cc1,1.9,29.1,4.8,4.2,1.3,5.5,1.0,-2.6
COc1ccc(CCN2C(=O)CN=C2Nc2ccc(F)cc2)cc1OC,.,9.8,.,.,0.9,.,14.9,-1.5
C/C=C/c1cnc2c(c1)C(=O)N([C@@H](C)CO)C[C@H](C)[C@@H](CN(C)C(=O)Nc1cccc(OC)c1)O2,0.1,-0.6,-9.6,-0.3[16.7 µM],-0.3,-2.7,-2.2,0.4
# Next part:
SMILES,Cneo AK release,GSIS activator,C2C12 statin,miR-122 sensor,CFTR F508del cor,PglD DTNB,FN deposition inh,PGC1a acetyl inh
CCCc1nn2c(=O)cc(CSCC(=O)Nc3ccc(C)cc3)nc2s1,-1.8,19.2,2.1,-6.3,1.9,5.2,-2.6,4.3
C[C@H](NC(=O)Cn1cncn1)c1ccccc1,1.0,.,-2.8,-1.0,.,-0.9,-6.4,-3.9
C[C@@H]1CN([C@H](C)CO)C(=O)c2cc(-c3ccncc3)cnc2O[C@@H]1CN(C)C(=O)c1ccncc1,-4.1,17.6,7.2,3.0[16.7 µM],-1.4,-0.7,.,4.2
CCCc1c(C(=O)N/N=C(\C)c2ccc(CC(C)C)cc2)nnn1-c1nonc1N,-2.1,.,-6.0,-0.6,0.0,.,3.3,-0.2
O=C1C(C2=C(O)c3ccccc3C2=O)=Nc2ccccc21,-0.2,.,0.2,16.3,.,1.3,.,-5.6
O=C(CSC1=NC(=O)C(c2ccccc2)C(=O)N1)Nc1cccc(Cl)c1 (stereo unspecified),1.4,7.9,-2.5,-1.1,.,5.0,.,-1.4
C[C@H](CO)N1C[C@H](C)[C@H](CN(C)Cc2ccc(Cl)c(Cl)c2)Oc2ccc(NS(=O)(=O)c3ccc(F)cc3)cc2C1=O,-0.7,-25.4,-12.2,1.9[16.7 µM],-0.7,-5.5,-3.2,-1.6
CCOC(=O)CSCC(=O)Nc1c(C(=O)C2CC2)oc2ccccc12,-9.8,.,8.4,2.0,.,-1.5,-2.8,-0.5
COc1ccc(Br)cc1C1SCCN1S(C)(=O)=O (stereo unspecified),-0.2,.,118.2*,0.8,.,-1.5,.,-9.3
C[C@@H]1CN([C@@H](C)CO)C(=O)c2cc(-c3ccc(F)cc3)cnc2O[C@@H]1CN(C)Cc1ccc(F)cc1,.,-20.4,30.0,5.7[16.7 µM],-2.0,.,-12.9,2.2
CC1(C)C(=O)N(c2ccccc2Cl)C(=O)c2ccccc21,-3.2,-27.6,43.0,-2.7,4.2,-3.3,-3.5,-9.5
O=C1CC(c2ccccc2)c2c(O)cc(O)cc2O1 (stereo unspecified),1.5,.,6.9,11.5,.,1.3,.,-6.0
COC(C/C=C/[C@@H](O)[C@H](C)OCc1ccccc1)OC,-2.0,30.3,5.9,.,0.6,4.9,2.3,.
Cc1ccc(S(=O)(=O)N2N=C3CCCCC3C2(O)C(F)(F)F)cc1 (stereo unspecified),.,8.9,.,-4.3,1.1,.,-1.7,3.1
CC(=O)Nc1cccc(NC(=O)c2ccc(C)c([N+](=O)[O-])c2)c1,.,-3.3,-11.1,12.9,-3.0,.,.,-3.8
CC(C)C[C@H]1CNC(=S)N1C[C@H]1CCCN1C[C@H](Cc1ccccc1)N1C[C@H](Cc2ccc(O)cc2)N(CC2CCCCC2)C1=S,1.9,4.7,0.9,-4.9,1.1,1.5,.,-4.6
CC(O)CNc1ccc([N+](=O)[O-])cc1S(=O)(=O)N1CCOCC1 (stereo unspecified),11.7,-1.3,6.3,-3.0,0.0,4.0,0.7,4.8
Cc1ccc(C(=O)CN(CCCC(N)=O)S(=O)(=O)c2ccc([N+](=O)[O-])cc2)cc1,8.7,2.2,-18.3,.,0.6,-0.6,-18.1,.
O=C1C[C@@H]2c3c(cccc3CN1Cc1ccccc1Br)C[C@@H](O)[C@H]2O,-0.5,29.4,3.5,-0.1,0.5,-10.9,-11.0,-1.8
COc1ccc(C(=O)COC(=O)CN2C(=O)NC3(CC(C)CC(C)(C)C3)C2=O)c(OC)c1 (stereo unspecified),-0.6,-40.9,-0.4,2.8,-0.4,2.1,2.2,-7.1
COc1cc(C(=O)N2CCN(CCCc3ccccc3)CC2)cc(OC)c1OC,-0.6,-4.8,.,-4.9,2.3,-4.3,1.2,2.6
Clc1nc2ccccc2cc1-c1nnn(-c2ccccc2)n1,-7.0,-1.2,10.0,.,1.3,2.5,-6.8,.
O=S(=O)(NCC1CCCO1)c1cnc(Cl)c(Br)c1 (stereo unspecified),6.2,0.2,.,-3.5,0.6,-11.6,5.3,-5.2
CCCCCCSc1ccc(-c2nc3ccc(Cl)cn3c2NCCCC)cc1OC,1.9,-2.7,3.9,5.5,-0.1&0.9,-10.8,2.3&8.6,.
C[C@H]1CCCCO[C@@H](CN(C)Cc2ccncc2)[C@@H](C)CN([C@@H](C)CO)C(=O)c2cc(NS(=O)(=O)c3cn(C)cn3)ccc2O1,-1.6,0.9,.,-0.9[16.7 µM],-4.2,1.8,.,19.3
# Remaining list, next part
SMILES,Cneo AK release,GSIS activator,C2C12 statin,miR-122 sensor,CFTR F508del cor,PglD DTNB,FN deposition inh,PGC1a acetyl inh
O=C(O)/C=C/C(=O)NCCCc1ccccc1,.,2.2,.,.,-1.7,.,-9.5,-0.5
O=C(COC(=O)/C=C/c1cccc(C(F)(F)F)c1)NC(c1ccccc1)c1ccccc1,-1.7,24.4,.,-0.3,-2.6,7.7,-4.5,21.6
CC(=O)Oc1ccc2occ(-c3ccccc3)c2c1,-2.2,-6.6,10.9,.,0.0,3.0,7.4,.
CCOC(=O)C1CCN(S(=O)(=O)c2ccc(OC)c(C(=O)N3CCCCCC3)c2)CC1,3.2,-4.6,4.4,2.3,0.1,-2.8,-6.0,-13.1
COc1ccccc1CNC(=O)C[C@@H]1CC[C@@H]2[C@H](COC[C@@H](O)CN2C(=O)Nc2ccc(Cl)cc2)O1,-1.9,-11.7,8.1,-5.4[16.7 µM],3.2,2.9,-5.8,6.6
CNc1nc(NC)c2cn[nH]c2n1,1.9,30.5,-2.4,-3.0,-0.8,0.6,.,.
COc1ccc(OC)c(NC(=O)CSc2nnc(Cc3cccn3C)n2CCc2ccccc2)c1,0.0,.,6.5,2.1,.,-1.8,.,-3.6
C[C@H](CO)N1C[C@H](C)[C@@H](CN(C)C(=O)Nc2cccc3ccccc23)Oc2ccc(NC(=O)Cc3ccccc3)cc2CC1=O,-24.7,-13.7,-4.3,-5.8[16.7 µM],-0.8,3.9,.,0.2
CCCC(c1nnnn1CCOC)N1CCN(Cc2ccccc2)CC1 (stereo unspecified),1.3,.,.,0.2,.,-0.4,.,13.4
COc1ccc(C#Cc2ccc([C@H]3[C@H](CO)N4CCCCN(C(=O)Nc5cccc(F)c5)C[C@@H]34)cc2)cc1,-0.7,.,-99.8,-28.3[16.7 µM],-3.8,-6.5,.,-4.0

# Screens (PubChem)
